FEN1 inhibitor = blocks human flap endonuclease 1. P39748. Recombinant FEN1 flap cleavage, fluorescence, 15 min. Potency, µM (series often up to 114 µM), inactives show top-dose activity change, negative = inhibition, hits mostly inhibitors. hit rate 0.35% among 390,000. AID 588795; note: nearly all actives have a fitted effect of over 65% in size
Target sequence (P39748 whole entry, looked up): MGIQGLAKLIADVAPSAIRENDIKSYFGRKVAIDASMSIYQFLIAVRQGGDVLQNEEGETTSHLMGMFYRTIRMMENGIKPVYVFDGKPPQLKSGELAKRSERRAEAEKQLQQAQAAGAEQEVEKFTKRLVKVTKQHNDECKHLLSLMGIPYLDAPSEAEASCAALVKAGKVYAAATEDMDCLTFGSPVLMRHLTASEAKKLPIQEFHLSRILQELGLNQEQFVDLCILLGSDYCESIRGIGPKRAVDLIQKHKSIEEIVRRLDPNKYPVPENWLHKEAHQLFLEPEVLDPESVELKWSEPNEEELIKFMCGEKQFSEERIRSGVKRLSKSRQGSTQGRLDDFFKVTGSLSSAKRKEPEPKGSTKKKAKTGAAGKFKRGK
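Compounds are tested as a concentration series against 10 nM FEN1; after a 15 min room-temperature preincubation, 50 nM substrate starts cleavage, with plate reads at 0 and 15 min. Normalized responses are fitted by a Hill equation.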
GCN5L2 inh = inhibitors of human GCN5L2 histone acetyltransferase | Q92830 | GCN5L2 HAT assay, ThioGlo1 CoA-SH fluorescence | Potency, µM (titrated, usually from 58.9 µM), for the others: at the top dose activity change, negative = inhibition, usual class: inhibitors | hit rate 0.21% among 390,000 | AID 504327
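qHTS, 1536-well. 20nM enzyme, pH 7.5 HEPES/EDTA/Tween-20 buffer; 15 min compound preinc., RT. Start: 75uM H3(1-25), 70uM AcCoA, 50uM ThioGlo1. Read Ex340/Em540 at t=0 (autofluorescence flag) and t=20 min.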
N370S GC = inhibits or activates N370S mutant glucocerebrosidase. N370S GC spleen homogenate, 4MU-glucoside fluorescence. Potency, µM (titrated, usually from 59.4 µM), without a hit: at the highest dose activity change, negative = inhibition, most hits filed as inhibitors. hit rate 0.092% among 330,000. AID 2101;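 note: 0% = full enzyme activity and -100% = no enzyme basal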
* = called active by the depositor; ? = inconclusive; · = no result given; & = joins results of further samples. Calls come from the whole dose curve; as a rule, active = well fitted curve in the direction sought with a large enough effect; inconclusive = small, poorly fitted or top-dose-only effect, or another doubt; inactive = no such curve, though single readings can be large; an effect the other way counts as inactive or inconclusive. Unless noted, % is set by controls: 0 for no effect and ±100 for the full control effect; potency is the fitted concentration of half-maximal effect.

Compound,FEN1 inhibitor,N370S GC,GCN5L2 inh
COc1ccc(C(c2nnnn2Cc2cccs2)N2CCN(c3ccccc3F)CC2)cc1OC (stereo not given),-10%,?,-15%
CCC(C(=O)OCC(=O)Nc1ccc(F)cc1)c1ccccc1 (stereo not given),-1%,·,-6%
Cc1sc2c(c1C)c(=O)nc1n2Cc2ccccc2-1,·,7%,1%
CCOC(=O)c1cnc2c(C)c(C)ccc2c1NCCN1CCOCC1,-2%,29%,0%
O=C(COC(=O)/C=C/c1cccc(C(F)(F)F)c1)NC(=O)NCc1ccco1,-4%,·,-1%
Cc1c(C)c(C)c(CN2CCCC2)c(C)c1C,-14%,-5%,-3%
Nc1nonc1-c1nc2ccccc2n1Cc1cccc(Cl)c1,-6%,·,-7%
COc1ccc(S(=O)(=O)NCC2CCCO2)c(Cl)c1Cl (stereo not given),-1%,-3%,-14%
O=C(CN1C(=O)NC(Cc2c[nH]c3ccccc23)C1=O)NC1CCCCC1 (stereo not given),-17%,·,-5%
CC(C)CNC(=S)NNC(=O)c1ccccc1OC(F)F,-1%,17%,3%
CC(=O)c1cnc(SCC(=O)O)nc1C,2%,1%,-2%
CCOC(=O)CSc1nnnn1-c1cccc2ccccc12,-10%,16%,-3%
O=C(/C(N=Nc1cccc(C(F)(F)F)c1)=C(/O)c1cccs1)C(F)(F)F,?,10%,-29%
COc1ccc(OC)c(-c2csc(NC(=O)c3ccc(OCC4CCCO4)cc3)n2)c1 (stereo not given),7%,-9%,-13%
Cc1ccc2nc(-c3ccc(NC(=S)NC(=O)CC(C)C)cc3)sc2c1,3%,3%,1%
CC(=O)Nc1ccccc1Nc1cc(C#N)c(C#N)cc1[N+](=O)[O-],-5%,-7%,-9%
O=C(CCc1nc2ccccc2[nH]c1=O)OCC(=O)c1ccc(Cl)cc1,-7%,17%,1%
COC(=O)c1cc(/C=C/c2ccccc2)[nH]n1,-17%,-7%,-2%
COc1cccc(C(=O)NNC(=O)C2CCCO2)c1 (stereo not given),29%,-7%,-2%
O=C(Nc1ccccc1)c1ccc2c(c1)OCCCO2,-8%,-10%,-22%
Cn1c(=O)c2c(nc(SCCCC#N)n2Cc2c(F)cccc2Cl)n(C)c1=O,-9%,6%,-8%
CSc1ccccc1NC(=O)CN1CCN(Cc2ccccc2)CC1,·,-3%,4%
CNc1ccccc1C(=O)OCC(=O)Nc1ccc2c(c1)OCO2,2%,?,3%
CCOC(=O)c1cccc(Nc2ccc3cc(S(=O)(=O)N4CCCCC4)ccc3n2)c1,4%,·,-18%
Cc1ccc(C(=O)CN2/C(=C(\O)c3ccccc3)C(=O)c3ccccc3S2(=O)=O)c(C)c1,?,-6%,-14%
Cc1ccnc(NC(=O)C23CC4CC(CC(C4)C2)C3)c1,-2%,5%,3%
COc1ccc(N)cc1NC(=O)CN1CCCC1,0%,1%,-2%
COc1ccc(N2C(=O)NC(NC(=O)c3ccncc3)(C(F)(F)F)C2=O)cc1 (stereo not given),-2%,18%,0%
COc1cccc(C(c2nnnn2CC2CCCO2)N2CCN(C(=O)c3ccco3)CC2)c1OC (stereo not given),-3%,5%,3%
CCOC(=O)c1ccccc1NC(=O)CSc1nc2c(c(=O)n(C)c(=O)n2C)n1C,·,-9%,-3%
Cc1ccc2oc(-c3cc(NC(=O)c4oc5ccccc5c4C)ccc3Cl)nc2c1,-2%,·,-4%
O=C(COC(=O)c1cc(=O)[nH]c2ccccc12)NCc1ccc(Cl)cc1,13%,·,-3%
CN(CC1CCCCO1)C(=O)c1cc(COc2ccc(F)cc2Cl)on1 (stereo not given),-6%,-6%,-6%
CCOc1ccc(NS(=O)(=O)c2ccc3c(c2)CCCN3C(=O)C2CCC2)cc1,-15%,·,-13%
CCOC(=O)c1cnc2ccccc2c1Nc1ccc2c(c1)OCCO2,-16%,5%,-1%
O=[N+]([O-])c1ccccc1N/N=C1\CC2CC=CC12 (stereo not given),-16%,12%,-1%
COc1ccc(C(=O)Nc2cc(OC)ccc2OC)cc1,11%,7%,0%
CCCc1nnc(NC(=O)CCS(=O)(=O)Cc2ccccc2)s1,-14%,-1%,-4%
COC(=O)c1cccc(NC(N)=S)c1,10%,-13%,-6%
COc1ccc(S(=O)(=O)CCC(=O)N2CCN(c3ccc(F)cc3)CC2)cc1,-13%,16%,0%
FC(F)Oc1ccc(C2=Nn3c(nnc3-c3ccccc3Cl)SC2)cc1OCC1CC1,2%,·,-4%
O=C(Cc1cccc([N+](=O)[O-])c1)Nc1cccc(C(=O)N2CCOCC2)c1,11%,·,-2%
NNC(=S)NCc1ccccc1,1%,-3%,1%
O=C(NCCCn1ccnc1)c1cc(Cl)cc(Cl)c1,11%,-8%,1%
CC1(C)CN(c2ccccc2)N(C(=O)c2ccc(F)cc2)C1=O,-1%,1%,0%
CCc1ccc(C2NC(=S)NC3=C2C(=O)N(c2ccccc2OC)C(c2ccc(CC)cc2)N3)cc1 (stereo not given),-9%,-19%,-6%
O=C(NCCN1CCOCC1)c1cc(-c2cccc(Cl)c2)on1,4%,0%,-6%
CC(Oc1ccccc1)C(=O)Nc1nnc(S(=O)(=O)Nc2ccccc2)s1 (stereo not given),11%,-14%,-4%
COc1ccccc1CNC(=O)[C@H](NC(=O)C1CCN(C(=O)[C@@H](N)CCSC)CC1)C(C)C,5%,-4%,3%
Cc1ccc(-c2nc3ccccn3c2Nc2ccccc2)o1,-6%,5%,?
O=C(NCCN1CCOCC1)c1ccc2c(c1)N(Cc1ccccc1)C(=O)CS2,-7%,-5%,-2%
Cc1ccc(N(Cc2cc3ccccc3[nH]c2=O)C(=O)c2cccs2)cc1C,4%,22%,2%
CCOc1ccc(CCNC(=O)COC(=O)C2=NNC(=O)CC2)cc1OCC,0%,0%,1%
O=C(c1ccc(Cl)c(S(=O)(=O)N2CCCCC2)c1)N1CCCC1,3%,15%,-7%
CCn1c(SCC(=O)NCc2ccccc2)nnc1-c1c[nH]c2ccccc12,-11%,-16%,2%
CCN(CC)S(=O)(=O)c1cc(-c2nnc(-c3ccc(Br)cc3)o2)ccc1Cl,-15%,-5%,-5%
COc1ccc(OCCCC(=O)Nc2ncn[nH]2)cc1,9%,0%,-3%
COC/C=C/C1=CC2=CC(=O)C(C)(OC(=O)C3CCCC3)C(=O)C2=CO1 (stereo not given),40µM*,-11%&1%,14%
CCc1ccc(Nc2nnc(SCC(=O)NC(=O)c3cccn3C)s2)cc1,15%,4%,-6%
CCOC(=O)c1cnc2ccc(Br)cc2c1NCC(C)O (stereo not given),-11%,-6%,-11%

Next results.
Compound,FEN1 inhibitor,N370S GC,GCN5L2 inh
CC1CCCN1CC#CC(O)(c1ccccc1)c1ccccc1 (stereo not given),4%,-19%,-4%
C/C(=N\NC(=O)C1CCCC1)c1ccc(Cl)cc1,2%,-13%,-10%
CCSc1oc(-c2cccs2)nc1S(=O)(=O)c1ccccc1,1%,-17%,?
O=c1c2ccccc2nc(SCc2nnc(-c3ccccc3Br)o2)n1Cc1ccco1,-9%,?,-7%
CCN=c1scc(-c2ccco2)n1/N=C/c1ccc(OC)c(O)c1,?,-3%,·
CS(=O)(=O)N(CC(=O)NCCSc1ccccn1)c1cccc2ccccc12,-5%,6%,0%
CCOc1cc(/C=N/NC(=O)c2cc3c(ccc4ccccc43)o2)ccc1O,1%,3%,-4%
CCCN1C2=NCCN2c2ccccc21,-1%,1%,-2%
COc1ccc(N2CCN(CC(O)COc3cc(C)ccc3C)CC2)cc1 (stereo not given),16%,-4%,6%
CCCn1c(-c2ccc(OC)cc2)nc2ccccc21,-1%,-8%,2%
Cc1cc(=O)oc2cc(OCC(=O)Nc3cccnc3)ccc12,-3%,·,1%
CCOC(=O)CSc1nnc(-c2ccccc2)c(=O)[nH]1,-3%,-11%,-5%
CCOC(=O)c1cnc2c(-c3ccccc3)cnn2c1N,-9%,7%,1%
Cc1ccc(C(=O)Nc2ccc(OCc3ccccc3)cc2)cc1[N+](=O)[O-],6%,-1%,?
COc1cccc2c1OCC([C@@H]1C[C@H]3CN(Cc4cccc(Cl)c4)C(=O)[C@]34CCCN14)=C2,10%,3%,5%
CC(NC(=O)c1ccccc1)C(=O)N/N=C/c1ccco1 (stereo not given),-3%,-5%,1%
Cc1cccc(NC(=O)CSc2nnc(-c3ccc(S(=O)(=O)N4CCCC4)cc3)o2)c1,8%,4%,-3%
O=C(Nc1ccccc1)c1cccc(C(F)(F)F)c1,-1%,5%,0%
O=c1[nH]cnc2nc3n(c12)CCCCC3,-6%,-1%,-9%
CC(=O)c1c(C)[nH]c(C(=O)COc2ccc(C#N)cc2)c1C,-2%,-6%,-13%
COc1ccc(CCn2ccc(O)c(Cc3c(F)cccc3Cl)c2=O)cc1OC,21%,-16%,2%
COCCN(CC1CCCN(C2Cc3ccccc3C2)C1)C(=O)CCC(F)(F)F (stereo not given),-19%,-1%,-8%
Cc1ccc(-c2cc(C(=O)NCc3cccnc3)no2)cc1,8%,3%,-4%
CCOc1ccc(-c2c(C(=O)N/N=C(\C)c3cccnc3)nnn2-c2nonc2N)cc1,-16%,-6%,-9%
COc1ccc(C2C(C(=O)NCCN3CCOCC3)c3ccccc3C(=O)N2C2CCCCC2)cc1 (stereo not given),-6%,?,4%
Cc1cc(NC(=O)COC(=O)c2cc(S(=O)(=O)N3CCOCC3)ccc2N2CCCCC2)no1,-15%,3%,-6%
COc1ccc(-c2nc(SCC(=O)N3CCN(c4ccc(F)cc4)CC3)n[nH]2)cc1,16%,·,-1%
NC(=O)C1CCN(C(=O)Cn2c(-c3cccs3)cc3ccccc32)CC1,3%,·,-3%
O=C(N1CCCCC1)C12CC3CC(CC(C3)C1)C2,2%,13%,-5%
CCOC(=O)c1ccc(CN(Cc2ccc(OC)cc2)S(=O)(=O)c2cccc(C(F)(F)F)c2)cc1,-17%,·,-8%
O=C(Nc1ncc([N+](=O)[O-])s1)c1cccs1,6%&4%,?,-3%&-16%&-8%
Cn1nnnc1SCC(=O)N1CCc2ccccc2C1,3%,-9%,-1%
CN(CC(=O)Nc1ccccc1Cl)C(=O)CSc1nnc(-c2ccco2)n1C,-7%,·,-6%
O=C(O)C1=CC[C@@H](c2ccc(Cl)cc2)N(S(=O)(=O)c2ccc(Cl)cc2)[C@H]1c1ccccc1,11%,3%,?
Cc1nnc(SCc2ccc(Cl)cc2Cl)[nH]c1=O,-10%,2%,3%
COc1ccc(OC2CCN(S(=O)(=O)c3ccc(OC)cc3)CC2)cc1,-14%&4%,1%,0%&-4%
O=C(Nc1ccc2[nH]c(=O)[nH]c2c1)c1c(F)c(F)c(F)c(F)c1F,3%,13%,1%
COc1ccc(NC(C)=O)cc1NC(=O)CSc1nnc(-c2ccncc2)n1C,4%,7%,14%
COc1ccccc1NC(=S)N(Cc1ccccn1)Cc1ccccc1Cl,7%,16%,-14%
Cc1cccc(N2CC(C(=O)Nc3ccc4c(c3)OCCO4)CC2=O)c1C (stereo not given),-3%,-2%,2%

Structural class, the entries above with a CF3 group.
Compound,FEN1 inhibitor,N370S GC,GCN5L2 inh
O=C(COC(=O)/C=C/c1cccc(C(F)(F)F)c1)NC(=O)NCc1ccco1,-4%,·,-1%
O=C(/C(N=Nc1cccc(C(F)(F)F)c1)=C(/O)c1cccs1)C(F)(F)F,?,10%,-29%
COc1ccc(N2C(=O)NC(NC(=O)c3ccncc3)(C(F)(F)F)C2=O)cc1 (stereo not given),-2%,18%,0%
O=C(Nc1ccccc1)c1cccc(C(F)(F)F)c1,-1%,5%,0%
COCCN(CC1CCCN(C2Cc3ccccc3C2)C1)C(=O)CCC(F)(F)F (stereo not given),-19%,-1%,-8%
CCOC(=O)c1ccc(CN(Cc2ccc(OC)cc2)S(=O)(=O)c2cccc(C(F)(F)F)c2)cc1,-17%,·,-8%

(further entries)
Compound,FEN1 inhibitor,N370S GC,GCN5L2 inh
CCOc1cc(-c2noc(-c3ccncc3)n2)cc(Br)c1OC,11%,-11%,-1%
O=C(Nc1ccc(F)c(Cl)c1)C1CCN(S(=O)(=O)c2cccnc2)CC1,-20%,-4%,0%
COc1ccc(/C=C2\SC(=S)N(CCCC(=O)Nc3cc(C)on3)C2=O)cc1OC,0%,-6%,-5%
O=c1c2ccccc2cnn1Cc1n[nH]c(=S)n1-c1ccc(Cl)cc1,4%,?,0%
O=c1c2ccccc2sn1-c1nccs1,?,-10%,3.2µM*
O=S(=O)(NC1CCCCC1NCc1ccco1)c1ccccc1 (stereo not given),-15%,-3%,-6%

Screening results as filed in PubChem.

Only part of the results is shown; rates above refer to the full screens.
